GC-B act: human GC-B receptor activators, primary screen, HEK293 GC-B cells, cGMP TR-FRET, EC30 CNP; 0% at EC30 CNP, 100% saturating CNP; activation, % at 10 µM; 370,000 tested, 0.11% active; AID 1920062, 2024;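 active = activation at 10 µM reaching about 35% in either raw or pattern-adjusted values, limit read from the data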
sPLA2-III inh: human group III sPLA2 inhibitors, primary screen, biochemical, QFRET, BODIPY PC-A2 liposome substrate; Group 3 secretory phospholipase A2 (Homo sapiens), Q9NZ20; QFRET BODIPY PC-A2 liposome hydrolysis, fluorescence; inhibition, % at 12.2 µM; 370,000 tested, 0.56% active;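 active = inhibition above mean plus 3 SD of compounds lying within the high and low control bounds, cut at about 19% in these data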;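 also: 0% = median of test compound wells and 100% = no enzyme DMSO wells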
Target sequence (Q9NZ20 whole entry, looked up): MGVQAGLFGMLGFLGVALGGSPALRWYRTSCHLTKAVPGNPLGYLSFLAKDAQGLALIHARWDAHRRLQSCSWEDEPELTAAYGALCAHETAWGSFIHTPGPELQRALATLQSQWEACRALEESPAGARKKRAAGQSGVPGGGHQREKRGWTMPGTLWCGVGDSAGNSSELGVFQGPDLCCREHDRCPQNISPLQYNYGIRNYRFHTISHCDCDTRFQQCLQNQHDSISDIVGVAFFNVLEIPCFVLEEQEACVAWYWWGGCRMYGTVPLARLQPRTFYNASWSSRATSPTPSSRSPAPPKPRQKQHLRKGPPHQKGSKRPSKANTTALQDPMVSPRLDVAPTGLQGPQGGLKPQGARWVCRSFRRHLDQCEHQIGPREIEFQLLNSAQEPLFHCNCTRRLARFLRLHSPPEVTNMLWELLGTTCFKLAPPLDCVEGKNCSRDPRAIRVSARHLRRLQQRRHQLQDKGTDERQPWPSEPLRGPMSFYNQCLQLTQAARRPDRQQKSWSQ
KLK7 zymogen act: proKLK7 zymogen activators, primary screen, biochemical, fluorescence intensity | activation, % at 7 µM | purified proKLK7, EDANS-DABCYL substrate fluorescence; 100% is mature enzyme control, 0% vehicle | Kallikrein-7 (Homo sapiens), P49862 | 370,000 tested, 0.9% active;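 active = activation above the mean of all tested compounds plus 3 SD, computed per campaign excluding outliers beyond control limits, cut at about 13% in these data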
Target sequence (P49862 whole entry, looked up): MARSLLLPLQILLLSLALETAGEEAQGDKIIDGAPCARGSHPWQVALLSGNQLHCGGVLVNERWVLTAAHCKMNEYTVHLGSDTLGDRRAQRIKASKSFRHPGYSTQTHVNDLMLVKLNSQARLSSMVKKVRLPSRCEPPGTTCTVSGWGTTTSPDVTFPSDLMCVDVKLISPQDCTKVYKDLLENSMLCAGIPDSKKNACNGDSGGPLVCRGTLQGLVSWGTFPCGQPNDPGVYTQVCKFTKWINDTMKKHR
hgDAF12 agonist: H. glycines DAF-12 receptor agonists, primary screen, cell-based, luminescence, HEK293, GAL4 fusion, UAS-luciferase; Nuclear hormone receptor DAF-12 (Heterodera glycines), GAL4 fusion; HEK293 GAL4-hgDAF12 UAS-luciferase reporter, agonist luminescence; normalized to butyrate control; activation, % at 6.8 µM; 370,000 tested, 1.8% active; AID 687014, 2013;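 active = activation above a cutoff set at the mean of all screened compounds plus 3 SD, cut at about 10% in these data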;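 also: 0% = DMSO wells and 100% = sodium butyrate wells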
GAA850 FXN act: FXN promoter activators, primary screen, cell-based, luciferase luminescence, HEK293 lucGAA850; AID 540364, 2011; activation, % at 6 µM; 360,000 tested, 0.56% active; HEK293 lucGAA850 FXN promoter luciferase reporter, 24 h; percent of 10 µM SAHA response;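 active = activation above the average of all compounds screened plus 3 SD, cutoff fixed separately per campaign, cut at about 7.5% in these data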;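 also: 0% = DMSO wells and 100% = 10 µM SAHA wells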
hcDAF-12 act: H. contortus DAF-12 nuclear receptor activators, primary screen, cell-based, luminescence, HEK293, lit1-tk-luc reporter; HEK293 hcDAF-12 lit1-tk-luc reporter; 0% DMSO, 100% Δ7-dafachronic acid; 370,000 tested, 1.4% active; activation, % at 6.8 µM;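 active = activation above the mean of all tested compounds plus 3 SD, cut at about 5.5% in these data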;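 also: 100% = response to 3 µM Δ7-dafachronic acid high control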
ssDAF-12 act: S. stercoralis DAF-12 nuclear receptor activators, primary screen, cell-based, luminescence, HEK293, GRIP1 co-expression, lit1-tk-luc; Nuclear hormone receptor DAF-12 (Strongyloides stercoralis); HEK293 ssDAF-12/GRIP1 lit1-tk-luc reporter; % of 3 µM dafachronic acid response; activation, % at 6.8 µM; 370,000 tested, 1% active;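 active = activation above the mean over all tested compounds plus 3 SD, cut at about 0.9% in these data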;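 also: 0% = DMSO-only wells and 100% = 3 µM delta7-dafachronic acid wells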
NPR1 activator: GC-A stimulated cGMP production enhancers – HEK293 GC-A cells, cGMP TR-FRET, EC30 ANP, primary screen; AID 1671463, 2021; activation, % at 10 µM; Atrial natriuretic peptide receptor 1 (Homo sapiens), P16066; 0% at EC30 ANP, 100% saturating ANP; 370,000 tested, 0.14% active; in the data active = activation above about 40%
SMARCA2 activ: SMARCA2 (BRM) function activators, primary screen, cell-based, luminescence, high throughput; 370,000 tested, 1% active; MG213 cells, MMTV-luciferase reporter, dexamethasone, overnight; activation, % at 9.1 µM; in the data active = activation above about 7.8%;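 also: 0% = vehicle wells and 100% = reference activator wells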
DAX1 inh-1: DAX1 (NR0B1) inhibitors on StAR promoter, primary screen, cell-based, luminescence, SF-1 (NR5A1), full-length DAX-1 | AID 652010, 2013 | HEK293T StAR-luciferase reporter, SF-1/DAX-1 repression relief | inhibition, % at 6.8 µM | 370,000 tested, 1.1% active;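 active = inhibition above the mean over all tested compounds plus 3 SD, cut at about 3.6% in these data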;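 also: 0% = DAX-1 cells with DMSO and 100% = cells lacking DAX-1 with DMSO; higher inhibition means more luminescence from relief of DAX-1 repression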
DAX1 inh-2: DAX1 (NR0B1) inhibitors, primary screen, cell-based, HEK293, Gal4-DAX1, luciferase luminescence | Nuclear receptor subfamily 0 group B member 1 (Homo sapiens), P51843 | HEK293 Gal4-DAX1 luciferase reporter | inhibition, % at 6.75 µM | 340,000 tested, 0.99% active | AID 504766, 2011;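 active = inhibition above the mean over all tested compounds plus 3 SD, cut at about 4.2% in these data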;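 also: 0% = DAX1-transfected cells with DMSO and 100% = empty-vector control cells with DMSO; inhibition shows as a rise in luminescence from relieved DAX1 repression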
Target sequence (P51843 207-470 limits assumed): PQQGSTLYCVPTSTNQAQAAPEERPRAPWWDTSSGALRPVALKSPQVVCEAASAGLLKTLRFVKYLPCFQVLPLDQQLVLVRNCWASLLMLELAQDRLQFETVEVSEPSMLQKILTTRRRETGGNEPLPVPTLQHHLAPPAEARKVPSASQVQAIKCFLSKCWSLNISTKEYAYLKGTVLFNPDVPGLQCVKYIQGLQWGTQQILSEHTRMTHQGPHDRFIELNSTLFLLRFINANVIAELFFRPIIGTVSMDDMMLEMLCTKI
* marks the source's active call; other numbers are inactive results; . = not tested or not shown.

SMILES	GC-B act	sPLA2-III inh	KLK7 zymogen act	hgDAF12 agonist	GAA850 FXN act	hcDAF-12 act	ssDAF-12 act	NPR1 activator	SMARCA2 activ	DAX1 inh-1	DAX1 inh-2
O=c1c2[nH]c3ccc(Br)cc3c2ncn1CCCn1ccnc1	-4	1	-0.5	-1.9	-0.6	-2.2	-1.3	-1	0	-0.9	0.2
CCOc1ncccc1C(=O)Nc1ccc(Cl)cc1	-1	3	0.0	4.1	1.5	1.8	-0.9	11	0	0.4	-1.7
O=C(c1ccc(CS(=O)c2cccc(Cl)c2)o1)N1CCOCC1 (stereo not given)	2	5	-0.2	0.2	-3.1	0.4	-0.8	-1	-3	0.1	0.8
CC(C)(C)C(=O)OCc1nc(-c2ccc(F)cc2)cs1	3	4	0.1	-0.5	2.2	2.9	-1.1	8	7.9*	0.0	1.5
CSCCC1NC2(C(=O)Nc3ccc(Cl)cc32)[C@@H]2C(=O)N(C3CCCC3)C(=O)[C@H]12 (stereo not given in full)	1	1	0.0	0.3	.	-0.3	-0.6	-8	-2	0.5	.
Oc1cc2c(cc1C(c1ccc(Br)cc1)N1CCCC1)OCO2 (stereo not given)	-15	1	1.3	8.1	1.8	-0.4	-1.0	-49	-2	-0.5	-0.5
Cc1cccc(C(=O)N2CCCC(c3nc(-c4ccc(F)cc4)no3)C2)c1 (stereo not given)	0	1	-0.6	2.3	2.8	-0.6	-0.2	0	0	0.0	-0.5
COc1cc(C(=O)N2CCC(n3cnc4cc(F)ccc43)CC2)cc(OC)c1OC	0	1	0.6	-0.6	-1.9	-1.6	-1.3	-7	-3	0.4	-1.5
Cn1cc(C(=O)NS(=O)(=O)Nc2ccc(Br)cc2)c2ccccc21	2	-1	-0.4	3.8	-0.4	4.6	0.6	-1	0	0.0	0.4
CC(NC(=O)/C(C#N)=C/c1ccc(OCC(=O)O)cc1)c1ccccc1 (stereo not given)	3	1	-0.8	1.0	-0.7	-1.8	-0.4	-1	1	0.2	0.3
COc1cnc(-c2ccccc2)[nH]c1=O	4	4	0.4	1.4	1.8	0.7	-1.3	3	0	-0.3	0.1
COC(=O)c1cnc(NC(=O)C2(C)CCCN(C(C)=O)C2)s1 (stereo not given)	3	3	0.1	2.3	0.7	0.1	-0.7	-2	4	0.6	.
C=CCNc1nc(N)c(C(=C(C#N)C#N)c2ccc(Br)cc2)s1	1	1	-35	-1.0	-1.4	-2.0	-1.7	-8	0	-1.0	-0.5
Cc1nc(CC(=O)Nc2nccs2)cs1	0	11	-0.9	3.1	3.8	0.7	-1.6	4	-2	0.5	0.1
COc1ccc(CC(=O)OC(C)CN2CCCCC2)cc1 (stereo not given)	6	0	-0.4	-4.0	0.7	-1.7	-0.8	1	-4	0.1	-0.7
CC(NCc1ccccc1)c1ccccc1O (stereo not given)	-3	-1	0.2	-2.3	-2.1	-1.1	-0.8	-4	-2	0.5	-0.3
Cc1cccc(NC(=S)N2CCn3cccc3C2c2cccnc2)c1 (stereo not given)	-5	-1	0.6	-1.3	0.2	-1.5	-1.3	3	-4	-0.1	-0.7
Cc1cc(F)ccc1NC(=O)CCc1ccc(S(=O)(=O)N2CCOCC2)cc1	-3	10	-0.5	-1.2	1.7	-0.1	-0.9	0	-2	-0.3	-1.1
O=C(NCc1ccccn1)[C@@H]1CCCN1C(=O)[C@@H]1CCCN1C(=O)c1c(F)cccc1F	0	4	0.0	0.2	.	-1.9	-0.6	-1	-2	0.1	.
N#Cc1c(-c2ccccc2F)cc(C2CC2)nc1SCC(=O)c1cccs1	4	-12	-63	-1.3	1.0	-1.9	-1.0	0	0	-0.2	1.8

Brought forward from above: 3 entries; new compounds follow.
SMILES	GC-B act	sPLA2-III inh	KLK7 zymogen act	hgDAF12 agonist	GAA850 FXN act	hcDAF-12 act	ssDAF-12 act	NPR1 activator	SMARCA2 activ	DAX1 inh-1	DAX1 inh-2
Cc1cc(F)ccc1NC(=O)CCc1ccc(S(=O)(=O)N2CCOCC2)cc1	-3	10	-0.5	-1.2	1.7	-0.1	-0.9	0	-2	-0.3	-1.1
O=C(NCc1ccccn1)[C@@H]1CCCN1C(=O)[C@@H]1CCCN1C(=O)c1c(F)cccc1F	0	4	0.0	0.2	.	-1.9	-0.6	-1	-2	0.1	.
N#Cc1c(-c2ccccc2F)cc(C2CC2)nc1SCC(=O)c1cccs1	4	-12	-63	-1.3	1.0	-1.9	-1.0	0	0	-0.2	1.8
C/C(=N/NC(=O)c1ccco1)c1ccc(NC(=O)c2ccc(Br)o2)cc1	0	3	-0.8	8.5	3.1	3.6	-0.6	5	9.5*	5.9*	0.4
On1cnnc1-c1ccccc1	2	6	-0.1	-0.7	0.7	0.2	-0.8	0	2	0.7	0.8
CCCCCNc1nc(NCCCO)c(C#N)c2c1CN(C)CC2	15	-5	20*	-2.9	-0.3	-2.0	-1.9	9	-1	-0.3	-0.2
CCOC(=O)CCCNC(=O)O[C@@H]1CC[C@@]23CCCN2C(=O)CCC[C@H]3C1	-3	4	.	0.1	.	-0.6	-0.1	3	.	.	.
CC(C)(C)c1ccc(-c2cn(C[C@H](Cc3ccccc3)n3c(=O)c4ccccc4n3Cc3ccno3)nn2)cc1	-6	-12	-1.7	0.5	.	-1.9	-1.6	0	-3	-1.9	.
Cc1ccc2[nH]c(=O)c(CN(Cc3ccc4c(c3)OCO4)Cc3nnnn3Cc3ccco3)cc2c1	-8	-23	-0.2	-1.4	-1.0	-1.8	-1.2	-10	0	-1.6	0.7
c1ccc(COc2ccc(Oc3nc(N4CCCCC4)nc(N4CCOCC4)n3)nn2)cc1	-5	-5	0.0	-2.8	1.3	-1.7	-1.1	-5	-1	-0.9	-1.2
Clc1ccc(-n2nnnc2SCc2cn3ccccc3n2)cc1	-3	-1	1.1	3.8	5.5	-0.9	-1.4	-8	1	-0.5	-0.7
Cc1ccc(C(=O)NCc2nnc(SCC(=O)Nc3ccccc3)n2C)cc1	-3	-8	-0.5	4.9	2.4	0.3	-1.1	2	-1	0.6	-0.5
CN(c1ccccc1)S(=O)(=O)c1cccc(NC(=O)Cc2c(F)cccc2Cl)c1	3	-18	0.0	-0.4	0.3	3.0	-1.6	-5	-2	-0.3	-1.2
CCOc1ccc2nc(NC(=O)c3ccc(S(=O)(=O)N4CCOCC4)cc3)sc2c1	1	0	6.0	2.9	-1.1	-0.1	-1.1	2	-1	0.1	1.3
c1ccn2cc(C34CC5CC(CC(C5)C3)C4)nc2c1	-3	-1	-0.5	0.1	2.0	-1.7	-0.8	2	-3	-1.2	0.6
COc1ccc(COc2cc(-c3cccc(OC)c3)nc3ccc(NC(=O)c4cccnc4)cc23)cc1	57*	-1	-0.6	0.2	-8.4	-2.4	-1.5	52*	1	-1.8	-2.8
C[C@@H](NC(=O)c1cc2c([nH]c3ccccc32)c(-c2ccccc2)n1)C(=O)O	1	-4	1.2	0.6	-0.5	0.9	-0.7	3	-2	-0.2	0.7
COc1ccc(C2NC(=O)CS2)cc1 (stereo not given)	5	1	0.3	1.2	-2.6	-1.3	-0.8	5	1	0.1	0.5
O=C(NCc1ccccc1)C1CC(=O)N(c2ccc(OCC(=O)N3CCCC3)cc2)C1 (stereo not given)	5	7	0.1	-1.0	-1.7	-0.8	-0.9	6	0	-0.2	-0.1
COc1ccc(NS(=O)(=O)c2cc(N=Nc3c(O)[nH]c(=O)[nH]c3=O)ccc2Cl)cc1	-1	9	-0.5	-1.7	0.8	-1.2	-0.8	-4	-4	-1.9	-0.4
CCOC(=O)CCCCCC(=O)Nc1ccc2c(c1)C(=O)N([C@H](C)CO)C[C@@H](C)[C@H](CN(C)Cc1ccc3c(c1)OCO3)O2	-1	-20	0.2	-0.7	0.9	1.0	-0.3	2	0	0.8	0.1
CC(=O)OC1c2c(ccc3ccc(=O)oc23)OC(C)(C)C1OC(=O)CC(C)C (stereo not given)	4	9	0.6	-2.6	1.7	-2.8	-2.2	1	-5	-0.2	-0.8
COc1ccccc1CNS(=O)(=O)c1cccs1	3	-1	0.1	-1.0	1.2	0.4	-0.5	4	-3	-0.6	5.8*
COc1ccc(NC(=O)Nc2nnc(-c3cccs3)s2)cc1	0	0	-0.4	4.5	4.1	2.1	-0.5	10	1	1.3	0.9
COc1cc(/C=C/c2nc3ccccc3c(=O)[nH]2)ccc1O	-8	-13	17*	17*	0.9	3.1	-0.5	0	9.0*	3.7*	3.4
CCCn1c(N)c(C(=O)CSc2nc(C)cs2)c(=O)n(C)c1=O	-4	-2	0.1	-0.9	3.4	-2.0	-1.3	-2	0	-1.3	-2.3
Cc1cc(C)n(CCC(=O)N2CCN(S(=O)(=O)c3ccc(C)c(C)c3)CC2)n1	-1	-4	0.4	-2.2	0.8	-0.8	-0.5	-1	-4	0.1	-1.2
CCN1C(=O)CSc2ccc(C(=O)NC3CCCCC3)cc21	-1	0	0.3	-1.6	-3.3	0.1	-1.6	0	-4	-0.4	-1.0
O=C(Nc1ccc(CN2CCS(=O)(=O)CC2)cc1)c1ccc(C(F)(F)F)cc1	-2	4	-0.1	-5.4	-1.4	-4.6	-3.2	4	-9	-1.1	-5.6
CSc1nsc(NC(=O)Cc2ccccc2)n1	1	-1	-0.2	4.6	3.6	3.3	-1.2	1	0	0.2	1.4
CCOC(=O)C1(Cc2ccc(Cl)cc2)CCN(C(=O)CCc2cnccn2)CC1	-1	1	-0.3	1.7	3.0	-1.6	-1.1	-1	-4	-0.5	-0.8
O=C(CCC(=O)c1ccc(F)cc1)Nc1cccnc1	-7	0	-0.2	1.1	1.2	-0.2	-0.8	3	2	0.2	0.8
Cc1csc(C(=O)NN)c1N(C)C	2	3	-0.2	1.4	3.1	2.4	-1.0	-7	9.1*	1.3	2.1
CC(C(=O)Nc1ccc(S(=O)(=O)N2CCCC2)cc1)N1CCCC(C(N)=O)C1 (stereo not given)	3	2	0.3	-0.2	1.4	-0.4	-0.7	0	-2	-1.7	0.0
CC(c1nccs1)N(C)c1nc2nonc2nc1NC1CC1 (stereo not given)	6	0	0.8	-0.3	-0.7	-1.0	-0.3	3	-3	-0.5	0.3
O=C(NCCNC(=O)c1ccccc1F)c1ccco1	1	1	0.2	-1.0	4.0	-0.2	-1.3	1	1	-0.3	-1.2
c1coc(CNc2ncnc3ccccc23)c1	-6	-1	-0.5	-7.5	-0.7	-2.9	-2.3	0	-5	-3.4	-3.0

Screening results: PubChem, several laboratories
